# Compound activity: PubChem, several laboratories
# NPY-Y2 PAM-ag = potentiators or agonists of human neuropeptide Y receptor Y2. cells expressing NPY-Y2, potentiator/agonist read-out. 220,000 tested, 0.45% active. activation, % at 3.6 µM. AID 1359. P49146; in the data active = activation above about 27%;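 note: cells stimulated with NPY near EC25 plus isoproterenol at EC100; 0% = vehicle plus submaximal agonist and 100% = vehicle plus saturating agonist; some results beyond the cut were filed as inactive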
# Hck-Nef inh = inhibitors of human Hck kinase activated by Nef. Recombinant Hck-YEEI plus Nef, Z-Lyte FRET kinase assay. P08631. inhibition, % at 20 µM. 220,000 tested, 0.68% active;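 active = Hck-Nef kinase inhibition above about 50%, limit read from the data; inactive = inhibition below that limit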;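 note: 0% = DMSO with Hck plus Nef and 100% = Hck alone without Nef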
# NPY1 pot ag = human NPY-Y1 potentiation or agonism, primary screen. P25929. NPY-Y1 expressing cells, potentiator/agonist activation. activation, % at 3.6 µM. 220,000 tested, 0.37% active. AID 1304; in the data active = activation above about 33%, passing the limit was not always enough;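 note: cells stimulated with NPY at EC10 then isoproterenol at EC100; 0% = low agonist plus stimulus and 100% = saturating agonist plus stimulus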
# Runt-CBFb FRET = Runt domain-CBFb interaction inhibition. inhibition, % at 20 µM. Q01196+Q13951. Cerulean-Runt/Venus-CBFb FRET ratio 530/480, 1 h. 220,000 tested, 0.46% active;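 active = inhibition over about 50% at 20 µM in the single-dose screen, limit read from the data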;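 note: 0% = DMSO wells and 100% = excess unlabeled CBFb competitor control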
# Target sequence (Q01196 whole entry, looked up, the tested form may be a part): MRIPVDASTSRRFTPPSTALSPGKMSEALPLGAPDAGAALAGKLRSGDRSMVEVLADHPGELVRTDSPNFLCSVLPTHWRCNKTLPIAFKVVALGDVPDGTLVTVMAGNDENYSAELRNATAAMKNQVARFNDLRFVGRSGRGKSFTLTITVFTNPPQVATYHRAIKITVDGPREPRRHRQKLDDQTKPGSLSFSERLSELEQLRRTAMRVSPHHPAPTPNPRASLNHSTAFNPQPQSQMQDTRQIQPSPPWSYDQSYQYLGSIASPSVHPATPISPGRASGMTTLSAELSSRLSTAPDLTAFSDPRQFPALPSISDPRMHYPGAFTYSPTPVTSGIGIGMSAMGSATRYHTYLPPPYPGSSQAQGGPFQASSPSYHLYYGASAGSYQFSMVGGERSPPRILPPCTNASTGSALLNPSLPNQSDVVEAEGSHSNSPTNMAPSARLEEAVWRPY
# Target sequence (Q13951 whole entry, looked up, the tested form may be a part): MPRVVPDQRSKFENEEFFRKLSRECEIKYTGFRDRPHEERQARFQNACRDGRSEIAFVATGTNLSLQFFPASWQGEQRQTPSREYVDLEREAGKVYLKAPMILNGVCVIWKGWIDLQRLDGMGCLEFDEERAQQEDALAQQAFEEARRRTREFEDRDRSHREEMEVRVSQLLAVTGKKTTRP
#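 Assay system: Cerulean-Runt domain fusion protein, energy donor; Signal: fluorescence energy transfer, 422 nm excitation, 530/480 nm emission; Timing: 1 h compound exposure, room temperature; Control set: unlabeled CBFb; Medium: Tris buffer pH 7.5 with salts and BSA; Compound: single test concentration of 20 µM, 1% DMSO final; Probe or stimulus: Venus-CBFb 100 nM.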
# MDM2 E3 inh = Mdm2 E3 ligase (human) inhibition; 210,000 tested, 0.11% active; cell-based MDM2 ubiquitination luciferase reporter, 2 h; 0 = plate control, 100 = twice control, blank-subtracted; signal enhancement, % at 5 µM;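 active = signal enhancement of 30% or more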;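 note: luminescence tracks abundance of the self-degrading MDM2-luciferase fusion protein; higher signal means inhibition of MDM2 E3 ligase activity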
#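 Assay system: stable mammalian line carrying autodegrading MDM2–luciferase fusion reporter; Input: 2000 cells in each well; Compound dosing: single-point 5 µM; Schedule: 2 h compound exposure at 37 °C; Signal: SteadyLite luciferase luminescence after 15 min room-temperature reagent incubation; Evaluation: % luminescence enhancement versus blank-corrected plate control mean; Benchmarks: plate controls and plate blanks.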
# p97 ATPase inh = blocks human p97 ATPase activity; P55072; recombinant p97 ATPase, Kinase-Glo ATP luminescence, 3 h; inhibition, % at 8 µM; 220,000 tested, 0.42% active; in the data active = inhibition above about 15%;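 note: 0% = DMSO vehicle and 100% = wells lacking enzyme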
# Runt-SMMHC FRET = inhibitors of human RUNX1 Runt domain binding to CBFb-SMMHC; Q01196+Q13951; Cerulean-Runt/Venus-CBFb-SMMHC FRET ratio 530/480, 1 h; inhibition, % at 20 µM; 220,000 tested, 0.74% active;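 active = mean inhibition across duplicate retests at 20 µM reaching about 50%, limit read from the data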;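 note: 0% = DMSO wells and 100% = wells with excess untagged CBFb-SMMHC; inhibitors lower the FRET ratio by blocking Runt binding to CBFb-SMMHC; some results filed as inactive read as strong as hits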
# NPY-Y1 antag = antagonists of human neuropeptide Y receptor Y1 | 200,000 tested, 1% active | P25929 | inhibition, % at 3.6 µM | AID 1040 | HEK293-CNG Y1 cells, membrane potential fluorescence; NPY at EC95, then isoproterenol;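 active = inhibition above the campaign mean inhibition of all tested compounds plus 3 SD, cut at about 20% in these data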;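 note: 0% = DMSO wells given NPY plus isoproterenol and 100% = isoproterenol alone without NPY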
#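 Material: Y1- and CNG-channel-expressing HEK293 cells / Probe or stimulus: NPY 25 nM then isoproterenol 1 µM plus Ro 20-1724 25 µM / Doses: 3.6 µM single dose, DMSO 0.4% / Schedule: compound incubation 1 h at room temperature, readout 45 min post-stimulation / Signal: membrane potential fluorescence / Benchmarks: isoproterenol-only wells as full block versus NPY-plus-isoproterenol wells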
# RBBP9 inhibitor = blocks human serine hydrolase RBBP9 | recombinant RBBP9, FP-Rh probe fluorescence polarization | inhibition, % at 7.94 µM | 220,000 tested, 0.2% active | AID 1515;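 active = inhibition above the campaign mean of all tested compounds plus 3 SD, cut at about 14% in these data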;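 note: plate controls were DMSO wells with RBBP9 for no effect and wells lacking RBBP9 protein for full effect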
# Target sequence (O75884 whole entry, looked up): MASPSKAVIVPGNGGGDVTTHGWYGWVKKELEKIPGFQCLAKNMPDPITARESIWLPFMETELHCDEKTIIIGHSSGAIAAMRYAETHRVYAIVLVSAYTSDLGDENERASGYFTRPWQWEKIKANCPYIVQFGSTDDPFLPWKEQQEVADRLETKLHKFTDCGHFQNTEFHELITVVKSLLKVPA
#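 Test system – recombinant human RBBP9 · Input – RBBP9 2.5 µM in dispensing solution, pre-mixing · Medium – Tris buffer pH 8.0, NaCl, Pluronic · Schedule – preincubation 30 min plus labeling 45 min at 25 °C · Measured by – fluorescence polarization · Measure – % inhibition · Controls – DMSO and no-protein wells · Replicates – one well per compound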
# The depositor's hits bear a star; . = no result given.
NPY-Y2 PAM-ag,Runt-SMMHC FRET,p97 ATPase inh,RBBP9 inhibitor,Hck-Nef inh,Runt-CBFb FRET,NPY1 pot ag,MDM2 E3 inh,NPY-Y1 antag,compound
5,-3,3,-3,71*,0,15,-3,2,CCCCNC(=O)C(=O)N/N=C/c1ccc(OCC(=O)Nc2cccc(OC)c2)c(OC)c1
-4,-1,3,0,1,-2,0,-16,2,Clc1ccccc1OCCCCn1ccnc1
8,0,5,-4,4,-1,19,-12,5,Cc1cccc(NC(=O)CSc2ccc(-c3ccc4c(c3)OCO4)nn2)c1C
-4,-3,1,-10,19,0,-7,-12,-4,COc1ccc(C(OC(=O)c2ccco2)C(=O)NC(C)(C)C)cc1 (stereo unspecified)
-6,1,4,0,-19,1,-2,0,4,CCC(C)NS(=O)(=O)c1ccc(OCC(=O)NCc2ccco2)cc1 (stereo unspecified)
-10,5,-1,-1,3,1,-22,-20,-1,C(=N\n1cnnc1)/c1cccc(OCCOc2ccccc2)c1
-2,-2,2,-5,7,1,10,12,-3,COC(=O)c1cc2ccsc2n1CC(=O)N(C)c1ccccc1
-2,-2,4,-8,-9,0,-20,-11,11,OCCNCc1cccc(OCc2ccccc2Cl)c1

# 2 entries from above, with bars between the fields.
SMILES | NPY-Y2 PAM-ag | Runt-SMMHC FRET | p97 ATPase inh | RBBP9 inhibitor | Hck-Nef inh | Runt-CBFb FRET | NPY1 pot ag | MDM2 E3 inh | NPY-Y1 antag
COC(=O)c1cc2ccsc2n1CC(=O)N(C)c1ccccc1 | -2 | -2 | 2 | -5 | 7 | 1 | 10 | 12 | -3
CCCCNC(=O)C(=O)N/N=C/c1ccc(OCC(=O)Nc2cccc(OC)c2)c(OC)c1 | 5 | -3 | 3 | -3 | 71* | 0 | 15 | -3 | 2

# Additional results
NPY-Y2 PAM-ag,Runt-SMMHC FRET,p97 ATPase inh,RBBP9 inhibitor,Hck-Nef inh,Runt-CBFb FRET,NPY1 pot ag,MDM2 E3 inh,NPY-Y1 antag,compound
-13,-4,-4,-10,7,7,6,-16,7,COc1ccc(-c2cnc(SCC(=O)Nc3ccc4c(c3)OCO4)n2Cc2ccco2)cc1
16,57,1,-4,0,-20,-10,-8,6,CCN1C(=O)c2cccc3c(S(=O)(=O)NCc4ccccn4)ccc1c23
0,-18,7,-1,44,14,18,-10,1,CNc1ccc(Br)cc(C(=O)/C=C/c2ccc(Cl)cc2Cl)c1=O
-3,0,-4,1,3,-2,-19,-15,1,O=C(Cn1cccc1C(=O)c1ccccc1)NCc1ccc(Cl)cc1
7,3,3,-6,3,1,29,-9,-3,COc1ccc(NC(=O)C(CC(C)C)NS(=O)(=O)c2ccc3c(c2)CCN3C(C)=O)cc1OC (stereo unspecified)
1,-1,0,6,-1,0,4,14,5,COC(=O)Cc1cc(=O)n2[nH]c(SC)nc2n1
-13,2,-5,-5,-2,-2,-7,1,5,COc1ccc(-c2nnc(NC(=O)C3=COCCO3)o2)cc1
-14,.,-7,-6,23,.,-32,-2,9,CCOc1ccccc1CN1CCN(Cc2nc3ccccc3s2)CC1CCO (stereo unspecified)
-9,-2,-4,-6,20,-1,-22,-9,6,Cc1nc2ccccc2c(C)c1C(=O)c1ccccc1
-17,-2,0,0,1,3,-19,0,1,CCOC(=O)Cn1nnnc1CN(Cc1cccs1)Cc1cc2cc(C)cc(C)c2[nH]c1=O
-2,11,7,-9,24,7,8,-17,-1,Cc1ccc(C)c(N=Cc2cc3c(cc2[N+](=O)[O-])OCO3)c1
-10,-2,-3,-6,-1,-1,-20,-19,2,CCN(C(C)=O)c1nc(CSc2nnc(NC(C)C)s2)cs1
11,-1,4,-11,23,0,1,.,.,C#CCNc1ccc(C(=O)OCC)cc1
3,0,-2,-1,0,0,-8,-16,8,CCOC(=O)C1CCN(Cc2ccc(C(=O)OC)cc2)CC1
-1,0,-2,-5,2,2,-3,-16,-5,O=C(c1ccco1)N1CCN(C(=O)c2cc3sccc3n2Cc2ccccc2)CC1
3,3,3,3,-1,1,-6,-5,-2,COc1cccc(N(CC(=O)Nc2cccc(C(C)=O)c2)S(C)(=O)=O)c1
5,-1,2,-5,-4,4,-1,-17,4,C=CCc1cc(Cl)ccc1OCCOCCN(C)C
-5,1,-2,-5,-1,0,2,-22,.,Brc1c(C[n+]2ccccc2)nc2ccccn12
4,79,3,-13,8,11,-10,-6,-2,Cc1ccc(-n2c(O)c(/C=N/NC(=O)C3COc4ccccc4O3)c3ccccc3c2=O)cc1 (stereo unspecified)
0,-3,0,9,18,1,-1,-6,5,CC(=O)Nc1ccc(NC(=O)C2CCCN2/C=C/C(=O)C(F)(F)F)cc1 (stereo unspecified)
3,0,-2,3,2,2,-5,3,0,Clc1ccc(C2C3=C(Nc4ncnn42)c2ccccc2CC3)cc1 (stereo unspecified)
12,2,1,-4,1,0,4,-6,-8,CC(=O)NC(Cc1cc(C)ccc1C)C(=O)N1CCN(C(=O)Nc2ccc(C(C)=O)cc2)CC1 (stereo unspecified)
2,2,3,6,17,-1,19,0,-5,C=CCN1C(=O)c2ccc(C(=O)OCC(=O)N(C)C3CCCCC3)cc2C1=O
-14,-4,1,0,0,-1,13,-7,24*,CCC(C)(C)n1nnnc1C(c1ccc(C)cc1)N1CCSCC1 (stereo unspecified)
20,0,2,-3,3,-1,6,-15,.,CCCS(=O)(=O)c1cscc1NC(=O)c1c(-c2c(F)cccc2Cl)noc1C
-2,-6,5,-3,6,0,7,8,2,O=C(N/N=C/c1c[nH]c2ccccc12)c1ccncc1
-4,0,2,-6,-23,-1,-9,1,13,O=C(/C=C/c1c(Cl)nc2ccccn12)N1CCN(c2ccc(F)cc2)CC1
-3,-3,2,-6,20,1,4,-4,8,C=CCN(C(=O)c1csnn1)C(C(=O)NC(C)(C)C)c1ccncc1 (stereo unspecified)
-3,-4,-1,2,-11,-3,-15,-54,5,CCOC(=O)c1c(C)[nH]c(C(=O)CSc2ccccc2)c1C
-9,-29,-6,-8,-24,-3,10,-67,.,O=C1N/C(=C\c2nc3ccccc3s2)c2ccccc21
19,-3,1,4,2,2,-16,.,-2,O=C(c1cc2cc(Br)cc(Br)c2oc1=O)N1CCCC1
4,-4,-7,-8,-2,-4,2,-20,-1,Cc1c(C(=O)NCCC2=CCCCC2)oc2ccc(S(=O)(=O)N3CCOCC3)cc12
-6,-25,3,-5,-1,0,0,-12,4,COc1ccc(CCN2C(=O)C(O)=C(C(C)=O)C2c2ccccc2OC)cc1OC (stereo unspecified)
-13,2,3,-1,1,6,-26,-7,-5,Cc1ccsc1C(=O)Nc1nnc(-c2ccco2)o1
10,2,2,-10,16,4,10,-11,.,COc1ccc(/C=C/C(=O)O)cc1S(=O)(=O)N1CCC(C)CC1
16,-9,3,-4,3,-2,10,5,1,COc1ccc(-c2nc(-c3ccccc3)c(-c3cccs3)[nH]2)cc1OC
5,3,1,0,0,-2,-6,-9,-6,O=C(Oc1cccc2c(=O)[nH]ccc12)c1ccccc1
0,-75,-5,-2,11,-18,-15,-74,2,O=C1C(c2ccnc3ccccc23)=C(O)c2ccccc21
-1,2,5,5,0,1,12,-1,-4,CCN(CC)CCN1C(=O)C(=O)/C(=C(/O)c2ccc(F)cc2)C1c1ccncc1 (stereo unspecified)
4,2,3,-8,1,-1,3,-40,0,CCOc1ccc(Oc2ccc(-c3nnc(-c4ccccc4)o3)cc2[N+](=O)[O-])cc1
0,2,5,-6,1,-2,9,6,-2,O=C(CN1CCCC1=O)NC1C2CC3CC(C2)CC1C3 (stereo unspecified)
-3,-7,-8,-6,-3,-10,-20,-1,6,CCc1cccc(CC)c1N1C(=O)c2cc(N3CCOCC3)c([N+](=O)[O-])cc2C1=O
4,-4,0,3,0,-2,-8,-9,5,CC(C)(C)c1cccc(/C=N/O)c1O
1,0,4,3,2,.,11,-10,-2,O=C(NCCCn1ccnc1)c1ccc(Br)c(S(=O)(=O)N2CCOCC2)c1
1,2,0,-8,7,0,3,-4,4,COc1ccc(OC)c(-n2nnnc2SCC(=O)Nc2cc(C)ccc2OC)c1
10,3,6,-3,-1,-1,9,-3,7,COc1ccc(C(=O)Nc2ccc3c4c(cccc24)CC3)cc1
0,-1,7,-11,-7,-2,-26,2,-5,CC1(C)CC(=O)C(C=NCCN2CCN(CC(=O)Nc3ccccc3)CC2)=C(O)C1
3,3,4,-8,0,-2,17,-11,-2,O=C(CN(Cc1ccccc1)S(=O)(=O)c1ccccc1)N/N=C/c1ccccc1[N+](=O)[O-]
0,1,0,4,3,0,3,-17,-2,CCCn1c(=O)[nH]c(=O)c2c1nc(-c1ccc(OC(F)F)cc1)n2CCN1CCOCC1
6,-14,2,-3,1,-2,-7,3,12,COc1cc(-c2nc3n(n2)C(c2ccncc2)C(C(N)=O)=C(C)N3)cc(OC)c1OC (stereo unspecified)
-9,0,0,-8,-2,-1,-5,-2,1,N#Cc1ccc(NC(=O)COC(=O)CSc2nnc(-c3ccc(Cl)cc3)o2)cc1
-6,2,-2,-8,6,-13,-4,-19,-1,Cc1nc2cc(NC(=O)C3COc4ccccc4O3)ccc2s1 (stereo unspecified)
7,0,4,-2,4,1,1,-11,2,COC(=O)c1ccc(Sc2ccccn2)c([N+](=O)[O-])c1
-10,4,5,-3,1,4,-41,8,8,CCN(CC)CCN(Cc1cc2cc(C)ccc2[nH]c1=O)C(=S)NCc1ccco1
2,4,6,-6,-1,-1,-29,-36,17,Fc1ccc(-n2nnnc2-c2cnc(-c3cccs3)nc2C(F)(F)F)cc1
8,3,0,-2,0,0,9,-12,-3,COc1ccccc1NC1C=CS(=O)(=O)C1 (stereo unspecified)

# (continued)
NPY-Y2 PAM-ag,Runt-SMMHC FRET,p97 ATPase inh,RBBP9 inhibitor,Hck-Nef inh,Runt-CBFb FRET,NPY1 pot ag,MDM2 E3 inh,NPY-Y1 antag,compound
-3,0,-2,4,-19,1,-12,-11,0,COc1ccc(NC(=O)N2CCN(S(C)(=O)=O)CC2)cc1
-1,1,-2,-10,-17,0,4,-12,1,O=C(O)CNC(=O)/C=C/c1ccc(Cl)cc1Cl
.,2,.,.,31,0,.,-9,.,CCN(CC)CCCN1C=C2C(=O)C(C)(OC(=O)C3CCCC3)C(=O)C=C2C=C1c1ccsc1 (stereo unspecified)
-5,4,-8,-5,3,0,-2,-9,1,Cc1ccc(-n2c(C)cc3c2CCCC3=O)cc1
